Rad51 HR inh: blocks human Rad51 in homologous recombination | AID 1385 | hRad51 DNA strand exchange, fluorescence dequenching | Q06609 | actives 0.085% (n = 200,000) | inhibition, % at 10 µM;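 active means inhibition above 40% at the single screening dose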;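 further: 0% = DMSO control wells and 100% = blanks with heterologous ssDNA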
Target sequence (Q06609 whole entry, looked up): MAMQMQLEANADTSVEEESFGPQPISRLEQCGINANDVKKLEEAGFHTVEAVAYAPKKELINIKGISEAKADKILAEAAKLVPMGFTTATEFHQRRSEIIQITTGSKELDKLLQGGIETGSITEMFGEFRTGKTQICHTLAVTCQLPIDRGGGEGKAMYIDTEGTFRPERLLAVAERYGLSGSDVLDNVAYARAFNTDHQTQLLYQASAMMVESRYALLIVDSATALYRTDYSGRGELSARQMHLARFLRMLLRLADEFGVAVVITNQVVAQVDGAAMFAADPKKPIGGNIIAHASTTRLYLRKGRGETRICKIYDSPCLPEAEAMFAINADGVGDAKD
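material = hRad51 filaments on single-stranded DNA | reagent = Donor/quencher-labelled 47-bp dsDNA substrate | compound = 10 µM final, single point | schedule = strand-exchange reaction 15 min at room temperature | measured by = fluorescein emission 520 nm, excitation 485 nm | read-out basis = % inhibition versus plate control and blank means | benchmarks = plate controls and plate blanks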
PERK inh: blocks human PERK kinase; CHO PERK-DD fusion, SEAP luminescence translation reporter; inhibition, % at 5.6 µM; actives 0.17% (n = 220,000); AID 1416;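 active means inhibition above the mean inhibition of all tested compounds plus 3 SD, set separately per screening campaign, cut at about 2.9% in these data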;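 further: PERK kinase domain activated by AP20187 dimerizer at 100 nM; 0% = DMSO with dimerizer and 100% = rapamycin at 8.4 µM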
MDM2 E3 inh: blocks human Mdm2 ubiquitin ligase activity | Q00987 | cell-based MDM2 ubiquitination luciferase reporter, 2 h; 0 = plate control, 100 = twice control, blank-subtracted | signal enhancement, % at 5 µM | actives 0.11% (n = 210,000) | AID 1230;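 active means signal enhancement of 30% or more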;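 further: luminescence tracks abundance of the self-degrading MDM2-luciferase fusion protein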
Target sequence (Q00987 whole entry, looked up, the tested form may be a part): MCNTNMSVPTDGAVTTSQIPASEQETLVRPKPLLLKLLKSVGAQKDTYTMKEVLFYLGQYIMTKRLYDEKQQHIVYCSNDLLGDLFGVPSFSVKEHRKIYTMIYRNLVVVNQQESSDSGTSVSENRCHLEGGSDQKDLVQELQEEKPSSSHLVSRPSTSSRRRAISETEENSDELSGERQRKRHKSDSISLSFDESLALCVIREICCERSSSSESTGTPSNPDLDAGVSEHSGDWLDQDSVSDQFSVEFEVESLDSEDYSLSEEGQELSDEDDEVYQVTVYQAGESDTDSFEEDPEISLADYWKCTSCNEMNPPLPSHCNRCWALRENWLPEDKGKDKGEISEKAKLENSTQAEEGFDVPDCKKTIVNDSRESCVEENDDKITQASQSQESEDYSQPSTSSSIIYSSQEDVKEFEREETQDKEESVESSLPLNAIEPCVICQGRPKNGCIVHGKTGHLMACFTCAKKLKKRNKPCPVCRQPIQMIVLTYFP
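Material: stable MDM2–luciferase fusion reporter cells / Quantity: 2000 cells/well / Dosing: single 5 µM compound dose, 0.2% final DMSO / Buffer or medium: DMEM / Schedule: 4 h cell settling then 2 h compound exposure, 37 °C / Detection: luminescence with SteadyLite reagent, 15 min at room temperature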
Calpain2 inh: blocks pig calpain II enzyme activity; purified calpain II, fluorogenic peptide substrate, 30 min; inhibition, % at 16 µM; actives 0.37% (n = 220,000); AID 1236;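 active means inhibition above about 50%, limit read from the data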
EBV gp42 inh: EBV gp42 inhibition; inhibition, % (tested at 21.74 µM); Fluorescence polarization binding assay, mP read-out; AID 1085; actives 0.42% (n = 220,000); in the data active means inhibition above about 50%
Target sequence (Q1HVG2 whole entry, looked up): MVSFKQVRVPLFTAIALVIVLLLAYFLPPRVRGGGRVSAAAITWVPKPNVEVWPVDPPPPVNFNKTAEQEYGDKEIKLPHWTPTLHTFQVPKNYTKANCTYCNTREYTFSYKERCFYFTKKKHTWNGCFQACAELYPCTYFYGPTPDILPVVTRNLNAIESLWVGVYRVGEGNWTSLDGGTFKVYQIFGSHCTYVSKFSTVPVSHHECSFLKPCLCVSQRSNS
L929 necroptosis: L929 zVAD cell death inhibition. L929 zVAD necroptosis rescue, ATP luminescence, 24 h; with zVAD 60 µM. viability rescue, % at 10 µM. actives 0.38% (n = 220,000);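 active means activation, scaled between plate controls, above about 75%, limit read from the data; inactive means activation under that limit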;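 further: 0% = zVAD with DMSO and 100% = DMSO alone without zVAD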
TNF death inh: blocks TNF-alpha induced death of Jurkat FADD-/- cells. actives 0.068% (n = 220,000). activation (protection from cell death), % at 10 µM. Jurkat FADD-/- TNF necroptosis rescue, ATP luminescence, 24 h; 0 = TNF only, 100 = no-TNF cells. AID 463075;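 active means activation, meaning protection from cell death, of at least 50% relative to plate controls; inactive means activation below 50%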;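 further: necroptosis triggered by 40 ng/mL TNF-alpha added together with compound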
eIF4E 4G PPI: blocks eIF4E binding to eIF4G; TR-FRET eIF4E-eIF4GI(517-606) binding, 2 h; inhibition, % at 21.7 µM; P63073+Q04637; AID 782; actives 0.37% (n = 220,000);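 active means inhibition above about 30%, limit read from the data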;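 further: 0% = full FRET control wells and 100% = background wells lacking eIF4GI fragment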
KCC2 mod: modulates chloride dependent transport by human KCC2; Q9H2X9; KCC2 cells, thallium flux FluoZin-2 fluorescence; actives 2.2% (n = 190,000); B-score of Tl+ flux slope (higher = more flux/activation; lower = inhibition) at 10 µM;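 active means thallium flux slope and its plate-corrected score both differing from the plate sample mean at a set confidence after two filtering rounds, in either direction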;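 further: slope of fluorescence scaled to starting intensity during 10 to 20 s after thallium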
* hit, by the source's call; x = not tested or not shown; [ ] = remark or other dose.

# | structure | Rad51 HR inh | PERK inh | MDM2 E3 inh | Calpain2 inh | EBV gp42 inh
1 | C=CCn1c(SCC(=O)c2[nH]c(C)c(C(=O)OCC)c2C)nc2scc(-c3ccc(OC)cc3)c2c1=O | 3 | 0.3 | 7 | -57 | -14
2 | COc1ccc2c(c1)N(C)/C(=C1/SC(=NCc3ccccc3)N(c3ccccc3)C1=O)S2 | -4 | 1.1 | -12 | -239 | -64
3 | COC(=O)c1sc(N2C(=O)c3oc4ccccc4c(=O)c3C2c2cccc(O)c2)nc1C (centres undefined) | 1 | -1.3 | 4 | -15 | 36
4 | COc1cccc(CNC(=O)Cn2cccc2)c1 | x | 0.0 | -14 | -10 | -17
5 | COC(=O)CCn1nc(-c2ccc(C)cc2)c2ccccc2c1=O | -13 | 0.4 | -1 | -1 | -8
6 | CCC12CN3CC(CC)(CN(C1)C31C(=O)N(C)c3ccc(C)cc31)C2=O (centres undefined) | -3 | x | -2 | 0 | -5
7 | CCOC(=O)CC(=O)CSCC(=O)Nc1ccc(C)cc1 | 1 | 0.0 | -11 | 4 | -30
8 | COCCNC(=O)CSc1nc2ccccc2c(=O)n1CC1CCCO1 (centres undefined) | 8 | 0.1 | 2 | -4 | -14
9 | CCOc1ccc(/C(O)=C2/C(=O)C(=O)N(c3ncccn3)C2c2ccccc2)cc1 (centres undefined) | x | -0.3 | 4 | 4 | -10
10 | O=C(CCC(=O)N(CC(=O)NC1CCCC1)Cc1ccc2c(c1)OCO2)Nc1ccccn1 | 2 | -1.3 | 0 | 14 | -10

# | L929 necroptosis | TNF death inh | eIF4E 4G PPI | KCC2 mod
1 | 0.4 | 0.3 | 1 | -0.031
2 | 0.1 | -2.5 | x | 0.16
3 | -0.2 | -2.2 | -18 | 0.25
4 | 0.2 | -0.2 | -4 | 9.6*
5 | 0.5 | -2.5 | 0 | -1.3
6 | x | x | -2 | x
7 | -0.2 | -0.9 | 7[fluorescence artefact?] | -0.92
8 | -0.2 | -0.2 | -3 | 0.062
9 | x | -0.8 | 2 | -0.75
10 | -0.5 | -4.4 | 2 | -0.0044

2 entries from above, with each value named:
3. COC(=O)c1sc(N2C(=O)c3oc4ccccc4c(=O)c3C2c2cccc(O)c2)nc1C (centres undefined)
- Rad51 HR inh: 1
- PERK inh: -1.3
- MDM2 E3 inh: 4
- Calpain2 inh: -15
- EBV gp42 inh: 36
- L929 necroptosis: -0.2
- TNF death inh: -2.2
- eIF4E 4G PPI: -18
- KCC2 mod: 0.25
4. COc1cccc(CNC(=O)Cn2cccc2)c1
- Rad51 HR inh: x
- PERK inh: 0.0
- MDM2 E3 inh: -14
- Calpain2 inh: -10
- EBV gp42 inh: -17
- L929 necroptosis: 0.2
- TNF death inh: -0.2
- eIF4E 4G PPI: -4
- KCC2 mod: 9.6*

Some values from above.
KCC2 mod, compound 10 : -0.0044
Calpain2 inh, compound 6 : 0
MDM2 E3 inh, compound 4 : -14

New compounds follow
# | structure | Rad51 HR inh | PERK inh | MDM2 E3 inh | Calpain2 inh | EBV gp42 inh
11 | Cc1cccc(OCC(=O)Nc2ccc(S(=O)(=O)N3CCCC3)cc2)c1 | x | -0.1 | 3 | -3 | -9
12 | NS(=O)(=O)c1ccc(NC(=O)CCc2ccccc2)cc1 | -1 | 1.4 | -10 | -13 | -15
13 | CCCCn1c(-c2csc3c2CCC(C)C3)n[nH]c1=S (centres undefined) | 0 | -0.2 | -11 | 66* | -20
14 | Cn1c(=O)c2c(ncn2CC(=O)N/N=C/C=C/c2ccccc2[N+](=O)[O-])n(C)c1=O | 22 | 0.4 | -7 | 10 | -12
15 | C=CCOc1ccc(/C(O)=C2\C(=O)C(=O)N(CCOC)C2c2cccnc2)cc1 (centres undefined) | 5 | -0.5 | -4 | 34 | 2
16 | O=C1CCCC2=C1C(c1ccncc1)Nc1ccccc1N2 (centres undefined) | -7 | 0.4 | -14 | -3 | -23
17 | O=C(Nc1nccs1)c1ccc(N2C(=O)C3CCCCC3C2=O)cc1 (centres undefined) | 0 | 0.6 | -4 | 0 | -6
18 | Cc1cc2oc(=O)c3c(c2cc1OC(=O)c1ccco1)CCCC3 | 2 | 1.8 | -27 | -5 | -8
19 | CCC(c1nnnn1C(C)(C)C)N(Cc1cccs1)Cc1cc2cc(C)c(C)cc2n2nnnc12 (centres undefined) | -5 | 0.7 | x | x | x
20 | COc1ccc(COCC(O)CN2CCC(C(N)=O)CC2)cc1OC (centres undefined) | 0 | 0.9 | 10 | -19 | -1

# | L929 necroptosis | TNF death inh | eIF4E 4G PPI | KCC2 mod
11 | 0.0 | -3.7 | 0[fluorescence artefact?] | -1
12 | -0.9 | -1.2 | -10 | 2.6
13 | 0.8 | -4.1 | 7 | 22*
14 | 0.8 | -0.4 | 1 | -0.19
15 | 0.1 | 0.3 | 2 | -0.0031
16 | 0.4 | -0.2 | -3 | 1.2
17 | 1.0 | 2.6 | 3 | x
18 | 0.1 | -4.1 | -4 | 2.4
19 | 0.1 | -1.5 | x | -1.3
20 | 1.9 | 0.5 | -3 | -0.053

Other entries
# | structure | Rad51 HR inh | PERK inh | MDM2 E3 inh | Calpain2 inh | EBV gp42 inh
21 | CC1CCN(S(=O)(=O)c2ccc(NC(=O)Cc3cccs3)cc2)CC1 | -7 | -1.4 | 2 | -58 | -9
22 | O=C(CSc1ncccc1C(=O)O)NC12CC3CC(CC(C3)C1)C2 | 5 | -0.8 | -9 | 8 | 8
23 | Cc1nc2ccccn2c1-c1csc(Nc2cccc(O)c2)n1 | x | -0.2 | -6 | -58 | 2
24 | COc1ccc(NC(=O)CSc2nc3sc(C)c(C)c3c(=O)n2Cc2ccco2)cc1 | -3 | -0.7 | -1 | 26 | 8
25 | CC1CC(C)(C)N2C(=O)C3(Nc4ccccc4S3)c3cccc1c32 (centres undefined) | 0 | -1.1 | -16 | -12 | 13
26 | CCOc1cc(-c2c(C#N)c(=O)[nH]c3c2c(C)nn3-c2ccc(F)cc2)ccc1O | 8 | 0.6 | -12 | -106 | 2
27 | CCCCc1nccn1CCn1ccnc1CCCC | -3 | 0.1 | 4 | 14 | -9
28 | CCC(C(=O)OCC(=O)Nc1cc(Cl)ccc1Cl)c1ccccc1 (centres undefined) | -11 | 0.6 | -12 | 32 | -6
29 | CN(Cc1ccccc1)C(=O)COC(=O)c1ccc(S(=O)(=O)N(C)C)cc1 | -10 | 1.1 | -10 | 24 | -11
30 | O=C(Cn1cnc2c(nnn2Cc2ccccc2)c1=O)c1ccc(Cl)cc1 | 6 | 0.5 | -14 | 1 | 7

# | L929 necroptosis | TNF death inh | eIF4E 4G PPI | KCC2 mod
21 | 1.6 | 0.2 | -4 | x
22 | 8.8 | 0.7 | 1 | -0.24
23 | 1.3 | -5.9 | 2 | -0.5
24 | 0.5 | 2.0 | -26 | 1.8
25 | 1.3 | -0.5 | 4 | x
26 | 12 | 1.6 | 5 | -2.1
27 | -0.1 | -1.3 | 2 | -0.7
28 | 2.7 | 0.1 | 3 | -0.87
29 | -0.4 | 1.3 | 4 | -0.078
30 | 0.9 | -0.3 | 5[fluorescence artefact?] | -4.1*

Other records follow.
# | structure | Rad51 HR inh | PERK inh | MDM2 E3 inh | Calpain2 inh | EBV gp42 inh
31 | CCc1c(O)nc(SCC(=O)N2CCOCC2)n(-c2ccccc2)c1=O | -2 | 1.1 | -19 | 6 | -15
32 | COc1ccc(N2CCN(C(CNC(=O)C(C)(C)C)c3cccnc3)CC2)cc1 (centres undefined) | -7 | 0.7 | 2 | 25 | -4
33 | CCOc1ccc(NS(=O)(=O)c2cc(C)c(C)cc2C)cc1 | 1 | 0.1 | -5 | 18 | 9
34 | CCCCn1ccnc1C | -9 | 1.1 | -7 | -13 | -4
35 | COc1ccc(/C=N/NC(=O)c2ccc(F)cc2)cc1CN1CCc2cc(OC)c(OC)cc2C1C (centres undefined) | x | -1.0 | -2 | -82 | -11
36 | CCC(=O)c1ccc(O)cc1 | -1 | 1.9 | x | 19 | -12
37 | COc1ccc(/C=C(\C#N)C(=O)Nc2cc(C)c(Cl)cc2OC)cc1O | 2 | 0.9 | x | 30 | -20
38 | O=C(CCNS(=O)(=O)c1cccc2nonc12)NCCc1ccc(Cl)cc1 | 1 | -0.6 | -8 | -2 | -12
39 | CC(C)(C)n1ncc2c(=O)n(CC(=O)N3CCc4ccccc43)cnc21 | -5 | -0.3 | -15 | 4 | -23
40 | CCOC(=O)COc1cccc2c(=O)n(CC(=O)NCc3ccccc3)ccc12 | x | -0.3 | 9 | -4 | 0

# | L929 necroptosis | TNF death inh | eIF4E 4G PPI | KCC2 mod
31 | -0.3 | -1.6 | 2[fluorescence artefact?] | x
32 | 0.2 | 0.8 | 3 | 0.68
33 | 1.0 | 0.3 | -1 | -0.86
34 | 0.4 | 1.3 | 5 | -0.36
35 | 1.1 | 2.7 | -1 | -0.94
36 | 2.4 | -0.1 | 4 | -0.59
37 | -0.4 | 1.7 | 16 | 0.096
38 | 0.9 | -0.6 | -4 | -3.6*
39 | -0.2 | -0.2 | 3 | -0.19
40 | -1.3 | -15 | -7 | 0.57

Next part:
# | structure | Rad51 HR inh | PERK inh | MDM2 E3 inh | Calpain2 inh | EBV gp42 inh
41 | CC(=O)N/C(=C\c1cccc([N+](=O)[O-])c1)C(=O)NC1CCCCC1 | -10 | 0.4 | -9 | -13 | 5
42 | COCc1[nH]nc2c1C(c1sccc1C)C(C#N)=C(N)O2 (centres undefined) | x | 0.2 | -6 | -36 | -13
43 | CCOc1ccc(N2C(=O)CC(N(Cc3ccco3)C(=O)CCC(=O)O)C2=O)cc1 (centres undefined) | x | 1.3 | -4 | 14 | -17
44 | Cc1cnc(NC(=O)c2cncc(Br)c2)s1 | 2 | 0.6 | -23 | 0 | -9
45 | CC(C(=O)Nc1ccccc1)c1ccc(-c2ccccc2)c(F)c1 (centres undefined) | 1 | 0.4 | -14 | 16 | 4
46 | COc1ccc(N2CCN(C(=O)c3ccc(SC)cc3OC)CC2)cc1 | 10 | 0.2 | -6 | 8 | -2
47 | C/C=C\C(=O)Nc1cccc(C2=NOC3(C2)C[C@H](C(N)=O)N(C(=O)Cc2ccc([N+](=O)[O-])cc2)C3)c1 (some centres undefined) | -6 | x | 12 | -15 | -16
48 | CCn1c(CNC(=O)c2ccc(OC)c(OC)c2)nnc1SCC(=O)Nc1ccc(OC)cc1 | x | -0.6 | 0 | -3 | 3
49 | Cc1ccc(-c2csc(-c3cc(C)on3)n2)cc1 | 10 | 1.0 | -14 | 5 | -4
50 | CCc1cccc(C)c1NC(=O)CSc1nnc(-c2ccco2)n1N | 2 | 1.3 | -18 | 29 | 5
51 | Cc1cc(NC(=O)/C=C/c2ccco2)ccc1NC(=O)c1ccccc1 | 2 | 0.0 | -5 | -47 | -10
52 | CC1CCN(c2ccc(C(=O)Nc3nnc(C4CC4)s3)cc2[N+](=O)[O-])CC1 | x | 0.9 | 0 | 8 | 2

# | L929 necroptosis | TNF death inh | eIF4E 4G PPI | KCC2 mod
41 | 0.9 | 1.1 | -6 | 2.1
42 | 1.9 | -7.9 | 2 | x
43 | -0.9 | -0.6 | 1 | -0.0051
44 | 1.1 | -0.1 | 0 | 0.73
45 | -0.5 | 1.8 | -6 | 0.84
46 | 9.0 | 0.4 | 3 | -0.091
47 | -0.1 | 4.5 | 5 | 0.037
48 | 0.6 | 1.9 | 9 | 0.19
49 | 1.6 | 3.2 | -1 | 2.2
50 | 0.4 | -0.1 | 10 | 0.49
51 | 12 | -2.7 | 1 | -0.3
52 | -0.2 | 2.2 | -2 | 0.06
